Bim-Mcl-1: inhibitors of Bim-Mcl-1 interaction, human; Bead-based flow cytometry, Bim peptide-Mcl-1 binding; inhibition, % at 10 µM; 190,000 tested, 0.1% active; AID 1009;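 further: 0% = no compound tracer wells and 100% = peptide blocker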
Bim-Bcl-XL: human Bim-Bcl-XL interaction inhibition | AID 1007 | inhibition, % at 10 µM | 190,000 tested, 0.04% active | Bim peptide-Bcl-XL binding, bead flow cytometry, fluorescence
Target sequence (Q07817 whole entry, looked up): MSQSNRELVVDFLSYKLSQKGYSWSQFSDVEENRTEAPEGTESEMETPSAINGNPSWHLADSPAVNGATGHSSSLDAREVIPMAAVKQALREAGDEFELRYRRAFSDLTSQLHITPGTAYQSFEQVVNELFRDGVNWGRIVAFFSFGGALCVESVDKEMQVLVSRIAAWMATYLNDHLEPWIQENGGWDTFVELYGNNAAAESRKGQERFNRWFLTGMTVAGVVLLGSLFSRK
Bcl-2 Bim block: disrupts Bim peptide binding to human Bcl-2. inhibition, % at 10 µM. 190,000 tested, 0.06% active. P10415. Bead-based flow cytometry, Bim peptide-Bcl-2 binding; in the data active means inhibition above about 40%; inconclusive means no clear call, values can overlap the other calls;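 further: 0% = no compound wells with probe peptide and 100% = reference peptide inhibitor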
Target sequence (P10415 whole entry, looked up): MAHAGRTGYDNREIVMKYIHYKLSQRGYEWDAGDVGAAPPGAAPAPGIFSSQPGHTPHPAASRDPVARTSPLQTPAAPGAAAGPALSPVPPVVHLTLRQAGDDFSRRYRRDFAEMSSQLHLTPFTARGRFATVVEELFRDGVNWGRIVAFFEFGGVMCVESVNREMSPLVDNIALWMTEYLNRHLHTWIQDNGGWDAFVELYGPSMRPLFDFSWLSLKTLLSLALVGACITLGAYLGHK
Bcl-W Bim block: inhibitors of Bim-Bcl-W interaction, human. Q92843. bead-based flow cytometry, Bim peptide-Bcl-W binding. inhibition, % at 10 µM. 190,000 tested, 0.02% active;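 further: 0% = bound tracer without compound and 100% = peptide blocker; higher means less fluorescent Bim peptide bound to Bcl-W beads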
Target sequence (Q92843 whole entry, looked up): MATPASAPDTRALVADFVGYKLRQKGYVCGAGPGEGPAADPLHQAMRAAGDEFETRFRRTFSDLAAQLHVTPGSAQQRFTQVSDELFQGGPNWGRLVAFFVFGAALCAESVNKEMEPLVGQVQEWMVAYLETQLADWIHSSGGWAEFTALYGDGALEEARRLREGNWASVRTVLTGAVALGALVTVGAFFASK
Bim-Bcl-B: inhibitors of Bim-Bcl-B interaction, human | Q9HD36 | bead-based flow cytometry, Bim peptide-Bcl-B binding | inhibition, % at 10 µM | 190,000 tested, 0.073% active | AID 951;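 further: 0% = tracer peptide without compound and 100% = reference inhibitor peptide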
Target sequence (Q9HD36 whole entry, looked up): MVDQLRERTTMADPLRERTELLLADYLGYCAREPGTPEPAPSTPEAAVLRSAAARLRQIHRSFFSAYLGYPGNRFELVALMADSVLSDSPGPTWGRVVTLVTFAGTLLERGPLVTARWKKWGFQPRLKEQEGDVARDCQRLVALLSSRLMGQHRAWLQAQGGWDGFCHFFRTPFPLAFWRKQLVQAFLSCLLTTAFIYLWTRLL
Bim-Bfl-1: human Bim-Bfl-1 interaction inhibition; 190,000 tested, 0.12% active; Q16548; Bead-based flow cytometry, Bim-Bfl-1 binding inhibition; inhibition, % at 10 µM;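 further: 0% = wells without compound plus tracer and 100% = blocker peptide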
RGS4-Gao reg: modulates binding of RGS4 to human Galphao. P09471. Multiplexed bead flow cytometry; actives lie on both sides. binding response (% of control), % at 10 µM. 220,000 tested, 0.33% active; in the data active means binding response below about 49% or above about 150%; inactive means in between;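 further: fluorescent Galphao activated with aluminum fluoride binding bead-coupled RGS4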
Mcl1 Bid PPI: disrupts binding of human Mcl-1 to Bid peptide. TR-FRET Mcl-1/Bid-Dy647 peptide binding, 1536-well. AID 1021. inhibition, % at 21.7 µM. 220,000 tested, 0.97% active;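 active means compounds that cut the binding signal by more than half at the single screening dose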;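 further: His-tagged Mcl-1 with europium anti-His antibody binding Bid BH3 peptide; 0% = Mcl-1 plus peptide wells and 100% = peptide-only wells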
GSH bead fluor: GSH bead compound fluorescence profile; GSH beads flow cytometry, compound fluorescence 488/530 nm; hits give high values; fluorescence (KMESF) at 10 µM; 190,000 tested, 0.25% active; in the data active means fluorescence above about 89;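 further: glutathione beads carrying GST-tagged Bcl family fusion proteins plus one bare bead set; values are compound well signal with DMSO vehicle wells as background; inactives centre near 16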
RGS8-Gao: regulators of human RGS8-Galphao interaction; P09471; multiplexed bead flow cytometry, RGS8-Galphao binding; actives lie on both sides; response (percent of control binding), % at 10 µM; 220,000 tested, 0.34% active; AID 1423; in the data active means response below about 60% or above about 140%; inactive means in between;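 further: Galphao activated as the GDP aluminium fluoride complex binding bead-coupled RGS8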
RGS7-Gao: regulators of human RGS7-Galphao interaction | AID 1439 | P09471 | Multiplexed bead flow cytometry, RGS7-Galphao binding; actives lie on both sides | binding response (% of control), % at 10 µM | 220,000 tested, 0.35% active; in the data active means binding response below about 49% or above about 150%; inconclusive means no clear call, values can overlap the other calls; inactive means in between;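 further: fluorescent Galphao held in activated GDP-AlF4 state binding bead-coupled RGS7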
The depositor's hits bear a star; ? = inconclusive. Unless noted, no stated cut-off is given here; in the data, active means inhibition above about 40%.

SMILES	Bim-Mcl-1	Bim-Bcl-XL	Bcl-2 Bim block	Bcl-W Bim block	Bim-Bcl-B	Bim-Bfl-1	RGS4-Gao reg	Mcl1 Bid PPI	GSH bead fluor	RGS8-Gao	RGS7-Gao
O=C(Nc1ccccc1F)c1ccc(COc2ccc(Cl)cc2Cl)o1	-5	-8	-4	-6	-7	-3	101	3	16	103	101
COC(=O)c1[nH]c(C)c(/C(O)=C2\C(=O)C(=O)N(CCN(C)C)C2c2cccc(OC)c2OC)c1C (stereo not drawn)	0	2	-1	2	1	-4	102	-8	25	112	103
Cc1cc(C)n(CC2CC(=O)N(c3ccc(C)c(Cl)c3)C2=O)n1 (stereo not drawn)	-4	-6	0	-7	-9	-5	93	14	12	97	99
COC(=O)c1cc(-c2ccc(NC(C)=O)cc2)nc2ccccc12	0	-3	0	0	-2	-4	104	-19	16	99	?
CC(Sc1nnnn1C1CCCCC1)C(=O)O (stereo not drawn)	-4	0	-2	0	-3	-5	106	-4	10	100	105
O=S(=O)(CCN(CCS(=O)(=O)C(F)(F)F)CC1CCCO1)C(F)(F)F (stereo not drawn)	1	-1	2	-1	1	-1	84	-8	10	90	87
CC(=O)Oc1ccc(C(=O)Cc2ccccn2)c(O)c1	0	-2	-4	-4	-8	-6	108	-26	10	104	107
Cn1cc(C(=O)Nc2ccc3c(c2)CCC3)cn1	-4	-4	-3	-2	-1	-1	85	3	25	82	90
N#CC1=C(N)N(c2ccccc2)C2=C(C(=O)CCC2)C1c1ccccc1 (stereo not drawn)	-9	-4	-2	-3	-1	1	99	-28	11	97	95
CC(C)CCNC(=O)c1cnn2c(C(F)(F)F)cc(-c3ccco3)nc12	-1	-1	1	-2	0	2	96	-8	66	99	100
Cc1cc(C)c(C)c(S(=O)(=O)N2CCCCC2C(=O)O)c1C (stereo not drawn)	0	-2	1	-2	0	-3	100	-19	14	100	98
COc1ccc(-c2c3c(nc4sc5c(=O)[nH]c(C)nc5c24)CCC3)cc1	3	7	-11	6	4	-11	100	-26	19	102	98
CC(C)(C#N)c1cc(Cn2cncn2)cc(C(C)(C)C#N)c1	0	-1	-4	-2	-3	0	102	-8	69	100	104
COc1cc2c(=O)n(CCCN3CCOCC3)c(=S)[nH]c2c(OC)c1OC	-2	-3	-4	-2	-27	4	102	-20	16	100	104
CCOc1ccc(S(=O)(=O)N(CC(=O)O)c2ccccc2)cc1	-3	5	-8	1	-4	-12	114	-15	264*	105	106
O=C1C(=O)N(CCO)C(c2ccccc2)/C1=C(\O)c1ccccc1 (stereo not drawn)	-2	-3	-9	-1	-8	-17	101	-23	18	102	98
Cc1cccc(NC(=O)CC(C)(C)C)c1	1	-5	-7	0	-3	-13	96	1	35	99	97
CCCn1nc(NC(=O)c2cccs2)c2cc3cc(OC)ccc3nc21	4	1	-1	5	-6	-7	111	18	19	106	105
CNC(=O)OC(C)CNS(=O)(=O)c1ccc(C)cc1 (stereo not drawn)	-1	-2	-4	0	-7	-8	99	-11	26	101	101
O=C(COc1ccccc1)Nc1ccc(S(=O)(=O)NCc2ccco2)cc1	2	-3	-2	4	-4	-15	102	-40	14	99	97
CCC(Sc1nc2c(c(=O)n1CC)SC(C)C2)C(=O)OC (stereo not drawn)	3	-3	-5	0	-3	-3	106	-21	26	107	103
O=C(Nc1ccccc1)c1cc(-n2cnnc2)ccc1Cl	-1	0	-1	1	-1	-3	107	-6	14	99	102
COc1ccc(-c2csc(Nc3ccc(C)cn3)n2)cc1OC	1	-2	-4	-3	-6	-2	108	-70	11	106	?
S=c1[nH]nc(Cc2sc(-c3ccccc3)nc2-c2ccccc2)o1	0	-10	-6	-1	-19	-9	95	-22	35	95	93
CC(=O)Nc1ccc(NC(=O)CN(C)CC(=O)Nc2ccccc2Br)cc1	0	-7	3	0	-4	-6	100	-32	15	102	97
SMILES	Bim-Mcl-1	Bim-Bcl-XL	Bcl-2 Bim block	Bcl-W Bim block	Bim-Bcl-B	Bim-Bfl-1	RGS4-Gao reg	Mcl1 Bid PPI	GSH bead fluor	RGS8-Gao	RGS7-Gao
CCN1CCc2c(C#N)c(NCc3ccccc3)nc(NCCO)c2C1	-1	-4	-4	-1	-1	-2	98	-86	23	99	99
Fc1ccccc1NC(=S)N1CCCCC1	0	0	0	0	-2	0	100	-43	6	105	103
O=C(c1ccc(C(=O)N2CCCCCC2)cc1)N1CCCCCC1	1	-1	7	0	-2	2	103	-1	15	102	104
CC(OC(=O)c1ccccc1Nc1ccc(SC(F)F)cc1)C(N)=O (stereo not drawn)	-3	-6	-2	-1	-5	-2	93	21	6	92	96
CC(C)NC(=O)COC(=O)/C=C/c1ccco1	-6	-4	2	-3	-5	-1	93	-58	6	97	89
COc1ccc(Cc2n[nH]c(=S)n(N)c2=O)cc1	0	-4	-2	0	-6	-6	101	-58	13	103	111
CCOC(=O)CC(=O)CSc1nc(-c2ccccc2)cc(-c2ccccc2)c1C#N	-5	-10	-8	-11	-21	-14	97	6	18	100	98
O=C(COC(=O)CSc1cccc2cccc(Cl)c12)Nc1ncc(C(F)(F)F)cc1Cl	-5	-7	-4	-5	-2	-2	97	-1	14	93	94
CC(=O)N1CCC(N(CCN2CCOCC2)C(=S)Nc2ccc(C)c(C)c2)CC1	2	-1	-1	2	1	0	101	27	12	99	100
Cc1cc(S(=O)(=O)Nc2cccc(Cl)c2)c(C)s1	0	-1	-5	-2	0	-2	105	-41	12	102	101
Cn1nc(C(=O)OCc2ccc(F)cc2)c2ccccc2c1=O	-2	-4	0	0	-2	-3	102	-34	7	101	103
O=C(c1ccc(Cl)c(Cl)c1)N1CCOCC1	-6	-9	-13	-5	-8	-23	102	-13	27	99	101
CCOC(=O)C1=C(C)N(CCO)C(=O)NC1c1ccccc1 (stereo not drawn)	-1	-4	-1	0	2	-2	96	-13	8	99	102
COc1ccc2c(c1)CC(C1(O)C(=O)N(C)c3ccccc31)C2=O (stereo not drawn)	-2	0	0	1	0	-2	99	-3	9	98	97
COc1ccc(S(=O)(=O)Nc2ccc3c(c2)COC3=O)cc1OC	-3	0	0	-4	0	0	106	-11	10	104	106
COc1ccc(N2C(=O)C3CCCN3C2c2cccc(OC)c2)cc1 (stereo not drawn)	0	-1	-7	0	-4	-11	101	-27	13	99	102
O=C(NC1CCCCC1)C(c1ccc(F)cc1)N(CCN1CCOCC1)C(=O)c1ccc(-c2ccccc2)[nH]1 (stereo not drawn)	-1	0	0	-3	-2	-4	100	8	14	101	103
O=C(N/N=C/c1ccc(OCC(=O)N2CCOCC2)cc1)c1ccccc1Cl	2	2	-1	1	3	-4	98	-13	14	99	104
CCOc1ccc(C(CC(=O)O)NS(=O)(=O)c2ccc(C)cc2)cc1OC (stereo not drawn)	1	0	0	0	-1	-11	98	9	17	99	95
C/C(=N/NC(=O)CSCc1ccc(Cl)cc1)c1cccc(NC(=O)c2ccccc2)c1	-2	-2	-2	0	-2	0	101	5	24	99	98
COc1cccc(-c2nnc(SCC3CNC(=O)O3)n2-c2ccc(Cl)cc2)c1 (stereo not drawn)	-1	-4	-8	-1	-4	-6	101	-22	13	102	104
O=C(CSc1nnc(-c2ccccc2Cl)o1)N1CCCCC1	-1	-5	-11	-2	-9	-10	103	-9	23	102	102
NC(=O)C1CCN(c2ccc(C(F)(F)F)cc2[N+](=O)[O-])CC1	-2	-1	-3	-2	-5	-5	98	-19	10	97	97
OC(COCC1COc2ccccc2O1)CN1CCN(c2ccccn2)CC1 (stereo not drawn)	-1	-21	-7	1	-7	-16	106	9	56	104	104
COc1cc(/C=N/O)ccc1OCc1ccc(C(=O)O)cc1	-3	-3	-4	0	-3	-2	85	-7	22	87	89

Single records, from the list above. Order of screens: Bim-Mcl-1	Bim-Bcl-XL	Bcl-2 Bim block	Bcl-W Bim block	Bim-Bcl-B	Bim-Bfl-1	RGS4-Gao reg	Mcl1 Bid PPI	GSH bead fluor	RGS8-Gao	RGS7-Gao
O=C(NC1CCCCC1)C(c1ccc(F)cc1)N(CCN1CCOCC1)C(=O)c1ccc(-c2ccccc2)[nH]1 (stereo not drawn) in the list: -1	0	0	-3	-2	-4	100	8	14	101	103
NC(=O)C1CCN(c2ccc(C(F)(F)F)cc2[N+](=O)[O-])CC1 in the list: -2	-1	-3	-2	-5	-5	98	-19	10	97	97
CC(OC(=O)c1ccccc1Nc1ccc(SC(F)F)cc1)C(N)=O (stereo not drawn) in the list: -3	-6	-2	-1	-5	-2	93	21	6	92	96
CC(C)NC(=O)COC(=O)/C=C/c1ccco1 in the list: -6	-4	2	-3	-5	-1	93	-58	6	97	89
CCN1CCc2c(C#N)c(NCc3ccccc3)nc(NCCO)c2C1 in the list: -1	-4	-4	-1	-1	-2	98	-86	23	99	99

The list goes on:
SMILES	Bim-Mcl-1	Bim-Bcl-XL	Bcl-2 Bim block	Bcl-W Bim block	Bim-Bcl-B	Bim-Bfl-1	RGS4-Gao reg	Mcl1 Bid PPI	GSH bead fluor	RGS8-Gao	RGS7-Gao
NC(=O)Cn1c(=O)n(C2CCCCC2)c(=O)c2c3c(sc21)CCCCC3	-5	-6	-5	-4	-8	-16	90	6	20	94	93
CC1(C)CC2CC(C)(CN2S(=O)(=O)c2ccc(C(=O)Nc3cccc(S(=O)(=O)N4CCOCC4)c3)cc2)C1 (stereo not drawn)	-1	-4	1	0	0	0	102	-5	4	88	104
COc1ccc(CCN(C)C(=O)N2CCOCC2)cc1OC	-2	-6	-9	-2	-9	-11	98	-7	25	104	97
O=C(CSc1nc2ccsc2c(=O)n1NC(=O)c1ccccc1)NCc1ccco1	-1	0	-1	-3	1	-3	98	-29	14	103	98
Cc1cc(C)c(-c2csc(NC(=O)c3n[nH]c(=O)c4ccccc34)n2)c(C)c1	0	-3	-7	-2	-6	-6	100	9	13	101	98
Cc1cc(NC(=O)CC23CC4CC(C2)CC(CC(=O)Nc2cc(C)on2)(C4)C3)no1	0	4	-7	1	-9	-10	101	33	32	100	98
CCCc1ccc(-c2cc(C(=O)NN3CCOCC3)c3ccccc3n2)cc1	-2	-1	0	-3	-5	-1	98	-8	24	97	98
NC(=O)C1(N2CCCCC2)CCN(C(=S)Nc2ccc(S(N)(=O)=O)cc2)CC1	-1	-6	-2	-5	-29	4	104	-60	11	99	115
CC(=O)COC(=O)CCc1nc2ccccc2[nH]c1=O	-8	1	-2	-3	-4	0	100	20	21	99	99
COc1ccc(C2C(C#N)=C(N)Oc3n[nH]c(C)c32)cc1Cn1nc(C)c([N+](=O)[O-])c1C (stereo not drawn)	2	0	3	0	0	2	98	-9	17	86	100
Cc1ccc(C(=O)NN(C)c2nc3ccccc3nc2C(F)(F)F)cc1	0	-5	-7	1	-7	-10	101	-4	50	101	102
COc1nccnc1NS(=O)(=O)c1ccc(NC(=S)NC(=O)c2cccc(F)c2)cc1	-3	-5	-3	-2	-6	-6	99	-44	10	99	96
CN=C1SC(CC(=O)Nc2ccc(N3CCOCC3)cc2)C(=O)N1C (stereo not drawn)	0	0	0	-1	-1	0	100	-27	21	101	106
O=C(c1cccc2ccccc12)N1CCN=C1SCc1ccc([N+](=O)[O-])cc1	-1	-5	0	-1	-4	3	100	-4	13	100	98
Cc1ccc(Nc2cc(C)nc3ncnn23)c(Cl)c1	0	-2	-7	0	-5	-10	97	-5	19	100	99
Cc1cc(C(F)F)n2ncc(C(=O)N3CCc4ccccc4C3)c2n1	-7	-11	-15	-4	-13	-13	102	-36	13	103	98
O=C(Nn1c(Cc2cccs2)nc2ccccc2c1=O)c1ccc(F)c(F)c1	0	-5	11	-3	-3	-2	101	5	15	100	101
Cc1cc(C)nc(SCC(=O)N/N=C\c2sccc2C)n1	-1	-2	0	-1	-2	-1	101	-14	19	102	99

Bioassay records deposited in PubChem BioAssay by several laboratories.
